# TSHR antag: blocks TSH signaling through the human TSH receptor. activity change, negative = inhibition, % at 11.5 µM. P16473. AID 504810. 0.2% of 330,000 active. TSHR-expressing cells, TSH-stimulated cAMP HTRF, 2 h; hits give low values;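 active means activity change below a set negative limit, meaning inhibition stronger than a set level, cut at about -70% in these data; inconclusive means activity change between two set negative limits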; further: on the % scale 0 is the no-effect control and ±100 the full control effect
# Target sequence (P16473 whole entry, looked up): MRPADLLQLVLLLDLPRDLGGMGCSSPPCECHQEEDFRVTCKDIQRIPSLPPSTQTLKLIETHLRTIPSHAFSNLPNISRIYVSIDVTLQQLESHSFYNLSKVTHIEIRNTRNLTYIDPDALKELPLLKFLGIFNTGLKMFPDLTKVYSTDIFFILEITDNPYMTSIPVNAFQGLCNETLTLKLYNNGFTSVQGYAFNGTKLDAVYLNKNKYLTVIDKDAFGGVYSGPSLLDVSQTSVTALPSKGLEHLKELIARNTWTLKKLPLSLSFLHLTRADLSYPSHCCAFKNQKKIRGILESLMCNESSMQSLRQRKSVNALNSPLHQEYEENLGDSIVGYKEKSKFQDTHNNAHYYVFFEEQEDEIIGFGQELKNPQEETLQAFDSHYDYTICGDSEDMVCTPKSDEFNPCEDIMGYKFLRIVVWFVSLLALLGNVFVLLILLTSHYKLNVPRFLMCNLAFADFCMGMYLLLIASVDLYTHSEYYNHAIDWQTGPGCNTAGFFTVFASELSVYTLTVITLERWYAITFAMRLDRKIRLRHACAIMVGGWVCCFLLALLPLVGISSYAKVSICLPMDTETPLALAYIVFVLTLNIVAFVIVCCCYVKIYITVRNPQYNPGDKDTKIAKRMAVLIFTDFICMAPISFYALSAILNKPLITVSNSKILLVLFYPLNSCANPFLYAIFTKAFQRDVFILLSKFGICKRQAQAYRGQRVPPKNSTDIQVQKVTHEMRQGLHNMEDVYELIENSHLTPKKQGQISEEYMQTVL
#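 TSHR-expressing cells were treated with compounds, then stimulated with TSH at EC80 (4nM final) for 2 hours at 37 deg C. Cellular cAMP was measured by HTRF competition between lysate cAMP and cAMP-d2 for a cryptate-labelled anti-cAMP antibody.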
# Mito fusion act: blocks mitochondrial division or promotes mitochondrial fusion | 0.23% of 320,000 active | Potency, µM (highest dose often 46.1 µM), inactives show at the highest dose growth rescue (activation), usual class: activators | S. cerevisiae fusion-defective mutant growth rescue, CellTiterGlo 48 h;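 further: potency means the concentration at half of the fitted maximal effect; % of control where 0% means no effect; nearly all actives have a fitted effect of over 45% in size; temperature-sensitive fusion mutants such as fzo1-1 at 37 °C on non-fermentable ethanol glycerol medium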
#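 S. cerevisiae fusion-defective temperature-sensitive mutants (e.g. fzo1-1, mgm1-5) grown 48 h at 37C in YPEG (ethanol/glycerol non-fermentable) medium with 23 nl compound per well; growth rescue read as CellTiterGlo luminescence.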
# KCNH2 WT inh: inhibitors of human wildtype KCNH2 potassium channel | activity change, % at 1.84 µM | AID 720551 | U2OS, BacMam KCNH2, thallium flux FluxOr; hits give low values | 0.37% of 340,000 active;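 active means maximum activity change below -70%; inconclusive means maximum activity change between -70% and -50%; inactive means maximum activity change above -50%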; further: on the % scale 0 is the no-effect control and ±100 the full control effect
#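 U2OS cells were transduced with wild-type KCNH2 virus (2.03 x 10^8 / mL) for 4 h at room temperature, then cultured overnight at 37 C. Thallium flux was read with FluxOr dye. Rate constants were normalized to DMSO controls.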
# ELG1 DNA repair: blocks ELG1-dependent DNA repair in HEK293T cells | HEK293T ELG1-luciferase reporter, luminescence, 16 h; DNA damage induced by 5-fluorouridine | Potency, µM (series often up to 46.1 µM), without a hit: at the top dose activity change, negative = inhibition, hits mostly inhibitors | 2.3% of 330,000 active; further: potency means the concentration at half of the fitted maximal effect; on the % scale 0 is the no-effect control and ±100 the full control effect; nearly all actives have a fitted effect of over 55% in size
#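 Luminescence from the luciferase reporter, measured 30 min after ONE-Glo reagent at room temperature, was the read-out. Beforehand, 2,000 cells per well were exposed for 16 hr at 37 °C to 5-fluorouridine together with compound or vehicle.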
# TCR activator: activates T cell receptor signaling; primary human leukocytes, anti-CD3, IL-2 HTRF, 48 h; 330,000 tested, under 10 active; Potency, µM (doses to about 9.22 µM), without a hit: top-dose activation of IL-2 secretion, usual class: activators; further: % of control where 0% means no effect
#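 IL-2 produced over 48 hr by a-CD3 bead-stimulated primary human leukocytes exposed to compounds was detected with a homogeneous time-resolved FRET immunoassay, 665nm acceptor signal after 320nm excitation.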
# TRPV1 agonist: agonists of human vanilloid receptor 1 (TRPV1). activation, % at 8.33 µM. AID 540275. 0.19% of 320,000 active. TRPV1-expressing cells, Fluo-8 calcium influx, agonist mode; in the data active means activation above about 80%; inconclusive means between about 30% and that limit; further: 0% is about no effect
#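 Cells expressing TRPV1 were dye-loaded with Fluo-8 and read kinetically: 10 s baseline, 3 min after compound (agonist portion), then 2 min after EC20 capsaicin (allosteric enhancer portion). Calcium-bound dye fluorescence at 480/520 nm.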
# KCNH2 3.1 inh: KCNH2 3.1 (human) potassium channel inhibition; U2OS KCNH2 3.1, thallium flux FluxOr; hits give low values; activity change, % (tested at about 1.8 µM); 0.95% of 340,000 active; AID 720553;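 active means maximum activity change below -70%; inconclusive means maximum activity change from -70% to -50%; inactive means maximum activity change above -50%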;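 further: thallium influx rate constant from kinetic fluorescence after stimulation buffer; on the % scale 0 is the no-effect control and ±100 the full control effect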
#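 Channel expression came from 3.1 mutant virus (1.77 x 10^8 /mL) applied to suspended U2OS cells for 4 h. Flux was tracked with FluxOr dye plus Red40 quencher, and kinetic rate constants normalized to controls.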
# A-T KAP1 phos: potential ataxia-telangiectasia treatments restoring KAP-1 phosphorylation. Potency, µM (series often up to 57.5 µM), without a hit: at the highest dose activation, actives largely listed as activators. 0.19% of 320,000 active. AID 485349. […] A-T fibroblasts, KAP-1 phosphorylation AlphaLISA; neocarzinostatin DNA damage 30 min before lysis; further: potency means the concentration at half of the fitted maximal effect; % of control where 0% means no effect; nearly all actives have a fitted effect of over 45% in size
#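 ATM-like activity read as KAP-1 phosphorylation via AlphaLISA donor/acceptor antibody pairs after lysis and 6 hr at 25C. Cells were ATM-null patient fibroblasts ([…], hTERT), dosed 60 min, then exposed to the DSB inducer NCS for 30 min.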
# USP2a inh: inhibitors of human ubiquitin-specific protease USP2a; O75604; 0.01% of 330,000 active; Potency, µM (top dose mostly 38.3 µM), without a hit: at the top dose activity change, negative = inhibition, actives largely listed as inhibitors; USP2 core, Ub-CHOP2 coupled fluorogenic reporter, 485/531; AID 463254;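 further: potency means the concentration at half of the fitted maximal effect; plate controls were DMSO wells for no effect and full inhibition by NEM control for full effect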
#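 Deubiquitinase activity read as fluorescence (485/531 nm) after Ub-CHOP2 cleavage activates the enterokinase reporter on its substrate; USP2 core 10nM, Ub-CHOP2 and substrate 25nM each, 30min compound preincubation then 60min RT; data normalized to NEM, curves fitted.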
# Eya2 inh: blocks the phosphatase activity of human Eya2 | O00167 | recombinant Eya2, OMFP fluorescence dephosphorylation (OMFP is methylfluorescein phosphate) | Potency, µM (doses to about 76.9 µM), for inactives: top-dose activity, negative = inhibition, most hits filed as inhibitors | 0.006% of 330,000 active; further: potency means the concentration at half of the fitted maximal effect; on the % scale 0 is the no-effect control and ±100 the full control effect
#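 Eya2 (0.2 uM) preincubated 10 min at ambient with compound, then OMFP substrate added at 50 uM; 10 min reaction in 50 mM HEPES pH 7.5, 50 mM NaCl, 5 uM MgCl2, 0.05% BSA, 1 mM DTT. Fluorescence read at Ex 485/Em 525 nm.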
# * marks the source's active call; other numbers are inactive results; ? = inconclusive; / = no result given; [ ] = remark or other dose. Unless noted, the call rests on the fitted dose curve; in most records, active means well fitted curve in the direction sought with a large enough effect; inconclusive means small, poorly fitted or top-dose-only effect, or another doubt; inactive means no such curve, though single readings can be large; an effect the other way counts as inactive or inconclusive.
# The first four records (preview)
SMILES,TSHR antag,Mito fusion act,KCNH2 WT inh,ELG1 DNA repair,TCR activator,TRPV1 agonist,KCNH2 3.1 inh,A-T KAP1 phos,USP2a inh,Eya2 inh
CCCCn1c(N)c(N(CCOC)C(=O)COC(=O)c2ccccc2OCC)c(=O)[nH]c1=O,8,3%,24,1%,1%,-7,3,0%,0%,4%
Cc1c(Cc2ccccc2)c(=O)oc2c(C)c(OC(C)C(=O)N[C@@H](Cc3ccccc3)C(=O)O)ccc12 (stereo partly drawn),-9,-2%,-1,-7%,-4%,7,3,-1%,0%,-11%
O=C(/C=C/c1ccc(Cl)cc1Cl)NC(=S)Nc1ccccn1,-5,-11%,1,?,4%,0,-8,4%,-1%,-5%
O=C(NCc1cccnc1)c1ccc(Cl)c(S(=O)(=O)Nc2ccccc2C(=O)NCc2cccnc2)c1,-4,-2%,-10,-9%,0%,-4,8,-17%,-1%,5%

# This part in full (from the top)
SMILES,TSHR antag,Mito fusion act,KCNH2 WT inh,ELG1 DNA repair,TCR activator,TRPV1 agonist,KCNH2 3.1 inh,A-T KAP1 phos,USP2a inh,Eya2 inh
CCCCn1c(N)c(N(CCOC)C(=O)COC(=O)c2ccccc2OCC)c(=O)[nH]c1=O,8,3%,24,1%,1%,-7,3,0%,0%,4%
Cc1c(Cc2ccccc2)c(=O)oc2c(C)c(OC(C)C(=O)N[C@@H](Cc3ccccc3)C(=O)O)ccc12 (stereo partly drawn),-9,-2%,-1,-7%,-4%,7,3,-1%,0%,-11%
O=C(/C=C/c1ccc(Cl)cc1Cl)NC(=S)Nc1ccccn1,-5,-11%,1,?,4%,0,-8,4%,-1%,-5%
O=C(NCc1cccnc1)c1ccc(Cl)c(S(=O)(=O)Nc2ccccc2C(=O)NCc2cccnc2)c1,-4,-2%,-10,-9%,0%,-4,8,-17%,-1%,5%
O=C(NC(=S)NC1CCSC1=O)c1ccccc1Cl (stereo not drawn),-17,-2%,2,1%,1%,6,2,-6%,2%,-10%
CCCCCCCCCCCCCCCC[N+](C)(C)CCN(Cc1ccc(OC)cc1)c1ncccn1,-3,-37%[inhibitor],-5,?,1%,9,-7,4%,10µM*,?
Cc1cccc(C)c1NC(=O)CN1C(=O)S/C(=C\c2cccn2C)C1=O,-4,2%,1,14%,7%,-2,21,4%,2%,0%
Cc1ccc(N(C(=O)CNC(=O)c2ccco2)C(C(=O)NCC2CCCO2)c2ccccc2)cc1 (stereo not drawn),-6,-1%,4,?,/,-1,2,6%,0%,5%
COc1ccc(NC(=O)CC2C(=O)N(C)C(=S)N2Cc2ccco2)cc1 (stereo not drawn),1,-1%,2,-3%,-5%[46.1 µM],1,1,-4%,2%,3%
Cc1ccc(NC(=O)C2CCN(S(=O)(=O)c3c(C)n[nH]c3C)CC2)c(C)c1,10,11%,8,15%,2%,0,-28,0%,4%,8%
CCOc1ccc(-c2nc(CSCC(=O)NCCCN3CCCC3=O)c(C)o2)cc1,3,1%,-2,?,-10%,2,0,-9%,-8%,-8%
Cc1ccn(S(=O)(=O)c2ccc(N3CCCC3=O)cc2)n1,4,0%,9,24%,6%,0,-6,3%,0%,-4%
CC(C)C(=O)Nc1ccc2c(c1)nc(CCN1CCN(C)CC1)n2C,1,1%,-7,4%,7%,-2,3,0%,-2%,-21%
CC(=O)C1C(=O)C=C(c2ccco2)CC1c1ccccc1 (stereo not drawn),-6,17%,-2,-4%,1%,4,-3,-6%,1%,-15%
CC(=O)CCc1ccc(OCC(O)CNCCOc2ccc(C)cc2)cc1 (stereo not drawn),-6,-10%,5,2%,2%,4,-1,3%,-1%,3%
c1ccc2cc3c(NCCN4CCOCC4)ccnc3cc2c1,-44,0%,7,?,?,-2,-5,/,4%,-2%
CCOC(=O)Cc1csc(NC(=O)COc2ccc(C)c(C)c2)n1,4,-3%,-3,?,-9%,?,6,-3%,3%,-1%
NC(=S)N=Nc1c(O)[nH]c2cc(F)c(F)cc12,-4,0%,0,13%,9%[46.1 µM],1,-9,-3%,-1%,-1%
O=C(Cc1ccc(-c2ccccc2)cc1)Nc1ccccn1,-24,18%,-4,?,-4%,1,3,-1%,-1%,14%
COc1ccc(OCCSc2nnc(CC(=O)Nc3cccc(Cl)c3Cl)n2C)cc1,3,0%,-20,?,/,-4,-1,-2%,2%,18%
O=C(CCc1nnc(CCc2ccccc2)o1)N1CCCC1c1nccs1 (stereo not drawn),-10,3%,-8,6%,-5%,-1,-2,0%,5%,-6%
COc1ccc(C2CC(c3cccs3)=NN2C(=O)CSc2nc3c(cnn3-c3ccccc3)c(=O)[nH]2)cc1 (stereo not drawn),-2,4%,4,?,1%,-1,-9,10%,3%,6%
CCc1ccccc1NC(=O)c1ccc(OCc2c(C)noc2C)cc1,8,/,-2,?,-1%[46.1 µM],/,-4,-17%,0%,-4%
CC(=O)OC(C(=O)NCc1ccco1)c1cccnc1 (stereo not drawn),7,-5%,-3,0%,-10%,-2,3,2%,0%,-23%
COc1ccc(Cn2nnnc2C(c2cc3cc(C)cc(C)c3[nH]c2=O)N2CCOCC2)cc1 (stereo not drawn),49,-2%,15,-14%,/,5,-4,1%,-5%,-2%
CCOC(=O)C1=C(CSc2nc(C)cc(C)c2C#N)OC(N)=C(C#N)C1c1ccccc1 (stereo not drawn),-3,-1%,-2,?,6%,11,8,-2%,-10%,9%
O=C(Nc1cccc(Br)c1)/C(=C\c1cccnc1)NC(=O)c1ccco1,18,2%,2,17%,/,2,-7,2%,0%,-13%
O=C(C1=C[C@@H](C2CCCCC2)C[C@@H](OCCCCO)O1)N1CCN(Cc2ccccc2)CC1,9,-7%,/,-10%,-4%,?,-20,-8%,-2%,-20%
CCCCN=CC1=C(O)C(C(=O)OC)C(C)(C)CC1=O (stereo not drawn),-3,-6%,-2,10%,-2%,-2,7,-3%,1%,10%
O=S(=O)(c1ccc(Cl)cc1)n1cnc2ccccc21,7,2%,-7,-5%,9%,-3,20,1%,1%,-5%
Cn1nc(C(=O)NC2CCCN(Cc3ccccc3F)C2)c2ccccc2c1=O (stereo not drawn),3,-26%,-6,-10%,-1%,?,/,24%,2%,-16%
O=C(NCCCN1CCCC1=O)c1cccc(S(=O)(=O)Nc2ccc(Br)cc2)c1,23,8%,5,11%,-7%,-6,-3,-7%,0%,-10%
CCOC(=S)SCC(=O)N1CCc2cc(OC)ccc2C1C1C(=O)CCCC1=O (stereo not drawn),-3,7%,9,-6%,-1%[46.1 µM],2,-2,-1%,5%,-10%
CC(C)CNC(=O)c1ccccc1Oc1ccccc1,-9,2%,-2,-4%,-6%,16,-15,/,-2%,3%
COc1ccc([C@H]2CC(=O)C=C(c3cccc(F)c3OC)C2)cc1,-18,14%,-2,-21%,10%,?,-8,14%,1%,-15%
CCN(Cc1ccccc1)C(=O)CCc1nc(-c2ccc(C)cc2)no1,-17,?,-5,?,-8%,-5,-3,?,-1%,7%

# Some of these compounds in order of the TRPV1 agonist value, high to low.
SMILES | TSHR antag | Mito fusion act | TCR activator | TRPV1 agonist | Eya2 inh
CCOC(=S)SCC(=O)N1CCc2cc(OC)ccc2C1C1C(=O)CCCC1=O (stereo not drawn) | -3 | 7% | -1%[46.1 µM] | 2 | -10%
O=C(CCc1nnc(CCc2ccccc2)o1)N1CCCC1c1nccs1 (stereo not drawn) | -10 | 3% | -5% | -1 | -6%
CC(=O)OC(C(=O)NCc1ccco1)c1cccnc1 (stereo not drawn) | 7 | -5% | -10% | -2 | -23%

# Not all compounds are listed (hit frequency here may not be typical).
